Polio RdRp inh – inhibitors of poliovirus RNA polymerase binding and polymerization. P03300. poliovirus polymerase elongation, fluorescence polarization; stronger effect = lower value. % elongation, % (compound at 16.7 µg/mL). 150,000 compounds, 0.66% hits; in the data active = % elongation below about 90%; note: some results filed as inactive read as strong as hits
Target sequence (P03300 1749-2209 limits assumed): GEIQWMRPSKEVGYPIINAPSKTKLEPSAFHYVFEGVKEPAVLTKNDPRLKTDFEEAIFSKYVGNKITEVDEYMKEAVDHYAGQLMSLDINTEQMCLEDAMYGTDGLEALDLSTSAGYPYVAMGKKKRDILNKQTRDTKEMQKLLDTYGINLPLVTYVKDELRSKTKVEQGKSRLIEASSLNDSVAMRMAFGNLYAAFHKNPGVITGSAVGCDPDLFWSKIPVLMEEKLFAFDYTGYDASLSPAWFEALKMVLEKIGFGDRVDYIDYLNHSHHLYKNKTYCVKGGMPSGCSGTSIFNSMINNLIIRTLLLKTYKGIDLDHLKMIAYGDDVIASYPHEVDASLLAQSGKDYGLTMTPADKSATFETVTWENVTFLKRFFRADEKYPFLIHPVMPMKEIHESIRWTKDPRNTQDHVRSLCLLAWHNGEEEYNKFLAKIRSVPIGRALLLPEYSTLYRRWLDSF
Polio RdRp inh FP z-score – further read-out of Polio RdRp inh, marked with its call; z-score; measured here: FP z-score; hits read low
The depositor's hits bear a star. Some of the compounds tested (hit frequency here may not be typical).

Start of the listing, in advance (16 entries):
SMILES	Polio RdRp inh	Polio RdRp inh FP z-score
CCc1c(C)c2cc3c(C)coc3cc2oc1=O	100	-0.8
Nc1ccc(Oc2ccc3c(c2)OCO3)cc1	104	0.9
CCN(CC)c1sc(S(=O)(=O)c2ccccc2)nc1S(=O)(=O)c1ccc(C)cc1	110	0.9
Cc1cccc(CC(=O)NCc2nc3cccnc3n2Cc2ccc(F)cc2)c1	102	-1.2
Cc1[nH]n(-c2ccccc2)c(=O)c1C(=O)Nc1ccc(Cl)cc1	105	0.3
CCN(CC)Cc1c[nH]c2ccccc12	101	0
COc1ccc(CNC(=O)Cc2c(C(=O)O)[nH]c3ccc(Cl)cc23)c(OC)c1	100	0
Nc1ncnc2c1ncn2[C@@H]1O[C@H](CO)[C@@H](O)[C@H]1O	103	0.9
CCOc1ccc(S(=O)(=O)c2cn(Cc3ccccc3)c3ccc(OCC)cc3c2=O)cc1	102	-0.7
Cc1ccc2c(c1)N(CC(=O)O)C(=O)CO2	99	-0.4
O=C(CSc1ncc2c(n1)-c1ccccc1N(Cc1ccc(F)cc1)S2(=O)=O)NCc1ccccc1	112	0.4
COc1ccc(C(=O)COC(=O)c2ccccc2SCC(=O)N(C)C)cc1F	106	0.3
C=CCN1C(=O)C2C3C=CC(C3)C2C1=O (configuration not stated)	101	-0.2
CCOC(=O)c1cnc2c(C)cccc2c1Nc1ccc(OC(C)C)cc1	106	0.2
COc1ccc(-c2nc(CSCC(=O)O)c(C)o2)cc1	99	-0.4
Cn1nc(C(=O)NCc2ccccc2)cc1C(=O)NCc1ccccc1	101	-0.2

The whole of this part, repeating the preview:
SMILES	Polio RdRp inh	Polio RdRp inh FP z-score
CCc1c(C)c2cc3c(C)coc3cc2oc1=O	100	-0.8
Nc1ccc(Oc2ccc3c(c2)OCO3)cc1	104	0.9
CCN(CC)c1sc(S(=O)(=O)c2ccccc2)nc1S(=O)(=O)c1ccc(C)cc1	110	0.9
Cc1cccc(CC(=O)NCc2nc3cccnc3n2Cc2ccc(F)cc2)c1	102	-1.2
Cc1[nH]n(-c2ccccc2)c(=O)c1C(=O)Nc1ccc(Cl)cc1	105	0.3
CCN(CC)Cc1c[nH]c2ccccc12	101	0
COc1ccc(CNC(=O)Cc2c(C(=O)O)[nH]c3ccc(Cl)cc23)c(OC)c1	100	0
Nc1ncnc2c1ncn2[C@@H]1O[C@H](CO)[C@@H](O)[C@H]1O	103	0.9
CCOc1ccc(S(=O)(=O)c2cn(Cc3ccccc3)c3ccc(OCC)cc3c2=O)cc1	102	-0.7
Cc1ccc2c(c1)N(CC(=O)O)C(=O)CO2	99	-0.4
O=C(CSc1ncc2c(n1)-c1ccccc1N(Cc1ccc(F)cc1)S2(=O)=O)NCc1ccccc1	112	0.4
COc1ccc(C(=O)COC(=O)c2ccccc2SCC(=O)N(C)C)cc1F	106	0.3
C=CCN1C(=O)C2C3C=CC(C3)C2C1=O (configuration not stated)	101	-0.2
CCOC(=O)c1cnc2c(C)cccc2c1Nc1ccc(OC(C)C)cc1	106	0.2
COc1ccc(-c2nc(CSCC(=O)O)c(C)o2)cc1	99	-0.4
Cn1nc(C(=O)NCc2ccccc2)cc1C(=O)NCc1ccccc1	101	-0.2
Cc1ccc(-c2nc3ccc(Cl)cn3c2Nc2ccc3c(c2)OCO3)o1	102	0.4
CC(=O)c1ccc(S(=O)(=O)Nc2ccc(-c3cn4c(C)csc4n3)cc2)cc1	109	0.4
Cc1ccc(C(=O)N2CCN(c3ccccc3)CC2)cc1	103	0.3
Cc1c(C(=O)NCc2ccccc2)sc2nc[nH]c(=O)c12	110	0.5
CN(C)c1ccc(C(CNC(=O)c2ccc3c(c2)OCO3)N2CCc3ccccc32)cc1 (configuration not stated)	99	-0.6
CCN(C(=O)CS(=O)(=O)c1ccccc1)c1ccccc1C	101	-0.1
O=S(=O)(NC1CCCCCC1)c1ccc(F)c(F)c1	100	-1.1
COc1ccc(C(=O)Oc2cc(-c3ccc4c(c3)OCO4)cc(=O)c3c(C)oc(C)c23)cc1	119	2.6
O=c1cc(O)c2ccccc2[nH]1	101	-0.2
O=C(COC(=O)c1cc(-c2ccco2)nc2ccccc12)c1ccccc1	114	1.4
Cc1sc2ncn(CC(=O)NC3CCCCCC3)c(=O)c2c1S(=O)(=O)N1CCN(c2ncccn2)CC1	103	0.4
COC(=O)/C=C/S(=O)(=O)c1ccc2ccccc2c1	99	-0.3
O=c1cc(CSc2n[nH]c(=O)n2C2CC2)c2ccc(O)cc2o1	101	-0.1
O=C(O)CCC1=NN2C=Nc3sc4c(c3C2NC1=O)CCCC4 (configuration not stated)	100	-0.2
Cc1cc(Oc2ccc(=O)n(C)n2)nc(=S)[nH]1	100	-0.3
CCn1ncc(NC(=S)NCc2ccco2)c1C(N)=O	102	0.4
CCCC(=O)NCc1nc2ccccc2n1C(C)c1ccccc1 (configuration not stated)	102	-0.5
CCC(=O)N1CCc2cc(Br)cc(S(=O)(=O)N3CCC(C(=O)Nc4ccc(OC)cc4)CC3)c21	99	-0.7
Cc1ccc(OCC(=O)Nc2ccc(Cl)cc2C(=O)c2ccccc2)c(Br)c1	108	0.6
CC(=O)Nc1sc2c(c1CN1CCN(S(=O)(=O)c3ccccc3)CC1)CCCC2	103	0.2
N#C/C(=C(/O)CSc1nc2ccccc2o1)c1nc2ccccc2[nH]1	111	0.8
CC1(C)CC(=O)C2=C(C1)OC(N)=C(C(=O)OC(C)(C)C)C21C(=O)Nc2ccccc21 (configuration not stated)	100	-0.3
CCN(CC)Cn1cnc2c(SC)ncnc21	104	0.4
Cc1ccc(S(=O)(=O)N2CCC(On3nnc4ccccc43)CC2)cc1	100	-1
CC(C)c1ccc(NC(=O)c2cnn3c(C(F)F)cc(-c4ccccc4)nc23)cc1	100	-0.7
Cc1ccc(C(=O)n2c(=S)sc3ccccc32)cc1	99	-0.8
CN1CCN(CC(C)(C)N)CC1	103	0.3
CN1C(=C2C(=O)NC(=O)NC2=O)Sc2ccccc21	103	0.2
CN1N=C2c3ccccc3CCC2C1c1ccc(C#N)cc1 (configuration not stated)	103	0.1
O=C1CCC(OC(=O)c2ccccc2)CC1	100	-0.2
NN(Cc1ccccc1)c1ccccc1	100	-0.1
OP(=S)(c1ccncc1)c1ccncc1	101	0
Cc1cc(C)c2c(n1)sc1c(Cl)ncnc12	103	0.4
O=C(Nc1ccc2oc(-c3cc(I)ccc3Cl)nc2c1)c1ncn[nH]1	99	-0.4
Cc1ccc2nc(-c3cccc(NC(=O)c4cccc5ccccc45)c3)oc2c1	104	-0.2
CC1CC(C)CN(C(=O)CSC2=NCCS2)C1 (configuration not stated)	104	0.1
CCOc1cccc(C(=O)Nc2cc(-c3ccc(C)cc3)no2)c1	100	-1.5
O=C(NCCC1=CCCCC1)c1cccc2c1C(=O)N(C1CCCCC1)C2	100	-0.1
NC(=O)CN1C(=O)C(O)(CC(=O)c2ccc(Cl)s2)c2ccccc21 (configuration not stated)	100	-0.4
O=C1c2ccccc2N2C(=O)CCC2(C(=O)Nc2ccc(N3CCCCC3)cc2)N1Cc1ccccc1 (configuration not stated)	98	-0.9
COc1ccccc1N1CCN(c2ncc3c(n2)CCN(Cc2ccccc2F)C3)CC1	102	-0.6
CCC(=O)Nc1ccc2c(c1)nc(CCNC(=O)c1ccccc1)n2C	100	-0.4
O=C(COc1ccc(F)cc1Cl)NCC1CN(Cc2ccccc2)CCO1 (configuration not stated)	100	-0.4
Cc1ccc(S(=O)(=O)N(C)C)cc1C(=O)OCC(=O)c1cc2c3c(c1)CC(=O)N3CCC2	106	0.6

(list continues)
SMILES	Polio RdRp inh	Polio RdRp inh FP z-score
CC(=NCC1CCCO1)C1=C(O)CC(C)(C)CC1=O (configuration not stated)	99	-0.1
Cc1cc(NC(=O)Cn2nc(C)n3cccc3c2=O)ccc1Br	108	-0.1
N#CC1=C2SCN(Cc3ccccc3)CN2C(=O)CC1c1cccs1 (configuration not stated)	100	-0.6
CS(=O)(=O)N1CCC(C(=O)NCC2CCCO2)CC1 (configuration not stated)	101	-0.2
CCN(C(=O)C1Cc2ccccc2CN1S(=O)(=O)c1ccc(F)cc1)c1ccccc1 (configuration not stated)	106	0.8
COc1ccccc1CNC(=O)CCn1cnc2ccccc2c1=O	108	0.1
Cc1ccc2c(c1)nc(C(=O)O)n2CCO	98	-1.6
CN(CC(=O)NCCc1ccccc1)c1nnc(N2CCCC2=O)s1	103	1
O=C(O)CCP(=O)(O)CN1CCCCC1	107	1.4
CC(=O)N1CCCC1c1nc2ccccc2n1Cc1ccc(F)cc1 (configuration not stated)	110	0.5
O=C(O)CP(=O)(O)c1ccc(Cl)cc1	99	-1.1
Fc1cccc(CNCC2CCCO2)c1 (configuration not stated)	111	1
O=C(NC1CCCCCC1)N1CCOCC1	102	0.1
Cn1nc(-c2ccccc2F)c2cc(C(=O)NCc3ccccc3Cl)sc21	107	0
O=P(O)(CN1CCOCC1)C1CCCCC1O (configuration not stated)	103	1.3
Cc1ccc(-n2ncc3c(=O)n(Cc4ccccc4C)cnc32)cc1C	110	0.9
CC1=CC(=O)N(c2ccc(C)cc2)C1c1ccc(Cl)cc1 (configuration not stated)	104	0.4
Cc1nnc(SCC(=O)n2c3c(c4c2CCCC4)CCCC3)n1Cc1ccccc1	105	2.8
CCc1nn2c(=O)c(S(=O)(=O)Nc3ccc(C)cc3C)c(C)nc2s1	104	-0.1
O=C(CCn1ccc2cc(S(=O)(=O)N3CCCC3)ccc21)NCc1ccccc1F	115	1.4
CCOc1ccc(CCNC(=O)c2cc(=O)[nH]c3ccc(S(=O)(=O)N4CCCCC4)cc23)cc1OCC	111	0
O=C(NCc1cccc(C(F)(F)F)c1)c1ccccn1	99	-0.4
O=C(c1cc2ccccc2oc1=O)N1CCN(Cc2ccc3c(c2)OCO3)CC1	106	0.9
CCCn1nc(C(=O)N(C)Cc2ccc(OC)cc2OC)c2ccccc2c1=O	101	-0.3
O=c1c2cnn(-c3ccc(F)cc3)c2ncn1Cc1cccc(Cl)c1	113	2
O=C(CCn1c(=S)oc2ccccc21)Nc1cccc(O)c1	102	0.4
Cn1c2ccc(Br)cc2c2nnc(SCc3ccc4nonc4c3)nc21	110	0.6
COC[C@@H]1N=C(C)OC1c1ccccc1 (some centres not stated)	101	-0.5
Cc1c(N=C2SC(CC(=O)O)C(=O)N2/N=C/c2ccccc2O)c(=O)n(-c2ccccc2)n1C (configuration not stated)	102	0.3
Nc1nc(-c2ccc3c(c2)CC(=O)N3)cs1	103	0
Cc1ccc(S(=O)(=O)c2nc(-c3ccco3)oc2SC(C)c2ccccc2)cc1 (configuration not stated)	103	-0.7
CC1=NN(C(=S)c2ccc(C)cc2)C(C)(O)C1CC(C)C (configuration not stated)	108	0.5
CCCn1c(SCC(N)=O)nnc1C(C)C	105	1
O=c1cc(-c2ccccc2)oc2cc(Cl)cc(Cl)c12	109	0.5
CCOc1ccccc1NC(=O)c1ccc2c(c1)CCCN2S(C)(=O)=O	105	-0.1
Cc1ccc(-n2ncc(C(=O)NCCN3CCC(Cc4ccccc4)CC3)c2C2CCN(C(=O)OC(C)(C)C)CC2)cc1	100	-1.1
CCOC(=O)c1ccc(NC(=O)Cn2nc(SC)c(S(=O)(=O)c3ccc(Cl)cc3)c2N)cc1	109	0.7
O=S(=O)(Cc1ccccc1)N1CCN(CCO)CC1	106	0.3
C=CCn1c(=O)c2ccccc2n2c(SCC(=O)c3ccc(Cl)cc3)nnc12	100	-0.3
Cc1ccc2c(CSCc3c(C)noc3C)cc(=O)oc2c1	108	0.5
O=C(Cn1ccn(-c2ccc(F)c(F)c2)c(=O)c1=O)Nc1ccccc1F	111	0.9
O=C(/C=N/O)Nc1ccc2c(c1)OCO2	80	-3.2
CC(C)C(=O)Nc1cc(S(C)(=O)=O)ccc1Cl	97	-1
Cc1cccc(C)c1OCc1nc2c3cnn(C)c3ncn2n1	106	1.1
Cc1cc(C(F)F)n2nc(C(=O)Nc3c(C)cccc3C)nc2n1	105	0.2
O=C(Nc1sc2c(c1C(=O)NCC1CCCO1)CCC2)c1cc(=O)c2ccccc2o1 (configuration not stated)	112	0.9
COc1cccc(NC(=S)N=S(C)(=O)c2ccccc2)c1 (configuration not stated)	103	-0.4
COc1ccccc1C(=O)Nc1ccc(CN2CCCCC2)cc1	101	0.1
CCC(O)C#CCN1CCN(C)CC1 (configuration not stated)	98	-0.3
N#Cc1cnc(Sc2nnc(-c3cccs3)n2-c2ccc(Cl)cc2)nc1N	104	0.5
CCCCc1c(O)nc(Nc2nc(C)c3cc(C)c(C)cc3n2)[nH]c1=O	100	-0.1
Cc1ccc(-c2nnc(Nc3cccc(Cl)c3)c3ccccc23)cc1S(=O)(=O)N1CCN(C)CC1	108	1
Cc1ccc(-c2nn(-c3ccc(C)cc3)c3c2cnc2c(F)cccc23)cc1	103	0.3
Cc1ccc(-n2c(-c3ccco3)nc3c(cnn3-c3ccc(C)cc3)c2=O)cc1	106	-0.9
O=C(OCCN1CCOCC1)c1ccc(O)cc1	100	-0.6
O=C(N1CCOCC1)N1CCN(c2ccccc2F)CC1	102	0
CCOc1ccc(-c2cnc(N)s2)cc1	62*	-6*
CC12CC3CC(C1)CC(CC(=O)O)(C3)C2	103	0.3
Cc1cc(C)n(-c2nc3ccccc3nc2N2CCN(c3cccc(C(F)(F)F)c3)CC2)n1	107	0.4
CCC1CCCCN1c1cc(=O)n2ccccc2n1 (configuration not stated)	107	0.6

Later entries:
SMILES	Polio RdRp inh	Polio RdRp inh FP z-score
COC(CNC(=O)c1oc2ccc3c(c2c1C)C=CC(C)(C)O3)OC	101	-0.6
Cc1ccc2c(cnn2C(=O)CCCC(=O)N2CCN(c3cccc(Cl)c3)CC2)c1	107	2.1
COc1cccc(NC(=O)COc2ccc(C(=O)N3CCN(C)CC3)cc2)c1	105	0.4
CC(C)(CC(=O)O)CC(=O)N1CCN(c2nc(-c3ccccc3)ns2)CC1	101	-0.1
NCCCCN=C(N)N	102	0.4
CSc1nnc(-c2nnc(SC)n2-c2ccccc2)n1-c1ccccc1	101	0.1

Single records, from the list above.
Profile of NCCCCN=C(N)N : Polio RdRp inh: 102; Polio RdRp inh FP z-score: 0.4
Profile of CSc1nnc(-c2nnc(SC)n2-c2ccccc2)n1-c1ccccc1 : Polio RdRp inh: 101; Polio RdRp inh FP z-score: 0.1

High-throughput results from PubChem BioAssay.
